hgDAF-12 ag – activates the H. glycines DAF-12 receptor ligand-binding domain; AID 687014; 370,000 tested, 1.8% active; activation, % at 6.8 µM; HEK293 GAL4-hgDAF12 UAS-luciferase reporter, agonist luminescence; normalized to butyrate control;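 active = activation above a cutoff set at the mean of all screened compounds plus 3 SD, cut at about 10% in these data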;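 also: 0% = DMSO wells and 100% = sodium butyrate wells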
hcDAF-12 act – activates DAF-12 receptor from parasite H. contortus; activation, % at 6.8 µM; 370,000 tested, 1.4% active; HEK293 hcDAF-12 lit1-tk-luc reporter, luminescence; 0% DMSO, 100% Δ7-dafachronic acid;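 active = activation above the mean of all tested compounds plus 3 SD, cut at about 5.5% in these data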;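 also: 100% = response to 3 µM Δ7-dafachronic acid high control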
GAA850 FXN act – frataxin GAA850 promoter activation. HEK293 lucGAA850 FXN promoter luciferase reporter, 24 h; percent of 10 µM SAHA response. activation, % at 6 µM. 360,000 tested, 0.56% active;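 active = activation above the average of all compounds screened plus 3 SD, cutoff fixed separately per campaign, cut at about 7.5% in these data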;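 also: 0% = DMSO wells and 100% = 10 µM SAHA wells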
SMARCA2 act – increases SMARCA2 function in MMTV reporter cells. 370,000 tested, 1% active. activation, % at 9.1 µM. MG213 cells, MMTV-luciferase reporter, dexamethasone, overnight; in the data active = activation above about 7.8%;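 also: 0% = vehicle wells and 100% = reference activator wells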
HGIII-sPLA2 inh – Inhibits HGIII-sPLA2 liposome hydrolysis, primary screen. inhibition, % at 12.2 µM. AID 743126. 370,000 tested, 0.56% active. Q9NZ20. QFRET BODIPY PC-A2 liposome hydrolysis, fluorescence;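 active = inhibition above mean plus 3 SD of compounds lying within the high and low control bounds, cut at about 19% in these data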;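 also: 0% = median of test compound wells and 100% = no enzyme DMSO wells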
Target sequence (Q9NZ20 whole entry, looked up): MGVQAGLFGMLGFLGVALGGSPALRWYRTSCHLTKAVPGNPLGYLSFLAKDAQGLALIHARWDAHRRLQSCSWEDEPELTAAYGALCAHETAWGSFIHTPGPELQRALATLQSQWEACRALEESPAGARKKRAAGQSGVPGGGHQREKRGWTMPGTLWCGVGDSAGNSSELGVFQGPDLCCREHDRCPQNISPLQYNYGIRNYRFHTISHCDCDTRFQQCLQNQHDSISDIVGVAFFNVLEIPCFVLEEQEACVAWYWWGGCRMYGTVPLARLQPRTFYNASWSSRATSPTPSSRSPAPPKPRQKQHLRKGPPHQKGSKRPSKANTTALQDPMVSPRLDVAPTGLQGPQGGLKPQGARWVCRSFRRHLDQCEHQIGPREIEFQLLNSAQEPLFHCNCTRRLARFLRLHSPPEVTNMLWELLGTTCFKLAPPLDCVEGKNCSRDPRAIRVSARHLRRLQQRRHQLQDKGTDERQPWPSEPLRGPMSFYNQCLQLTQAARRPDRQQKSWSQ
proKLK7 act – proKLK7 (human) activation, primary screen; activation, % at 7 µM; P49862; 370,000 tested, 0.9% active; purified proKLK7, EDANS-DABCYL substrate fluorescence; 100% is mature enzyme control, 0% vehicle;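 active = activation above the mean of all tested compounds plus 3 SD, computed per campaign excluding outliers beyond control limits, cut at about 13% in these data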
Target sequence (P49862 whole entry, looked up): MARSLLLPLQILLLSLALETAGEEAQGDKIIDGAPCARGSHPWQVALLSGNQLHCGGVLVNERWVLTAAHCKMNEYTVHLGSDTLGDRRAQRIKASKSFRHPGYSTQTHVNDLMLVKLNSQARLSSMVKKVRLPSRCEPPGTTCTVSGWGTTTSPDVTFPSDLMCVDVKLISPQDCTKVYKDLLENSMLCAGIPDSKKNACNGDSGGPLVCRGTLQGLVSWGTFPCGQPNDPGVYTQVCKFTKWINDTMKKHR
DAX1 inh-1 – inhibitors of DAX1 repression of SF-1 activated StAR promoter; 370,000 tested, 1.1% active; AID 652010; HEK293T StAR-luciferase reporter, SF-1/DAX-1 repression relief; inhibition, % at 6.8 µM;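 active = inhibition above the mean over all tested compounds plus 3 SD, cut at about 3.6% in these data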;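 also: 0% = DAX-1 cells with DMSO and 100% = cells lacking DAX-1 with DMSO; higher inhibition means more luminescence from relief of DAX-1 repression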
NPR1 activator – GC-A (human) enzyme activation; P16066; HEK293 GC-A cells, cGMP TR-FRET, EC30 ANP; 0% at EC30 ANP, 100% saturating ANP; activation, % at 10 µM; 370,000 tested, 0.14% active; AID 1671463; in the data active = activation above about 40%
DAX1 inh-2 – NR0B1 (DAX1) inhibition; P51843; HEK293 Gal4-DAX1 luciferase reporter, luminescence; inhibition, % at 6.75 µM; 340,000 tested, 0.99% active; AID 504766;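 active = inhibition above the mean over all tested compounds plus 3 SD, cut at about 4.2% in these data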;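 also: 0% = DAX1-transfected cells with DMSO and 100% = empty-vector control cells with DMSO; inhibition shows as a rise in luminescence from relieved DAX1 repression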
Target sequence (P51843 207-470 limits assumed): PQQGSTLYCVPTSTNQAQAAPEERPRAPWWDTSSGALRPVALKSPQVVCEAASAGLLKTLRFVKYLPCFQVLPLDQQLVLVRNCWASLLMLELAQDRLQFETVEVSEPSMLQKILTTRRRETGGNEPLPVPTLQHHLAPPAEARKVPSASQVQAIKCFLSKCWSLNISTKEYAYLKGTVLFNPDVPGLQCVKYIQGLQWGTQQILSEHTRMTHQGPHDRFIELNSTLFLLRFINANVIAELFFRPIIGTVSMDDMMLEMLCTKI
ssDAF-12 act – S. stercoralis DAF-12 activation, primary screen; HEK293 ssDAF-12/GRIP1 lit1-tk-luc reporter, luminescence; % of 3 µM dafachronic acid response; activation, % at 6.8 µM; 370,000 tested, 1% active; AID 652126;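 active = activation above the mean over all tested compounds plus 3 SD, cut at about 0.9% in these data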;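 also: 0% = DMSO-only wells and 100% = 3 µM delta7-dafachronic acid wells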
GC-B act – GC-B (human) receptor activation; HEK293-GC-B cells, CNP EC30, cGMP TR-FRET; 0% at EC30 CNP, 100% saturating CNP; activation, % at 10 µM; 370,000 tested, 0.11% active; AID 1920062;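 active = activation at 10 µM reaching about 35% in either raw or pattern-adjusted values, limit read from the data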
* = called active by the depositor; nt = not tested or not shown.

SMILES	hgDAF-12 ag	hcDAF-12 act	GAA850 FXN act	SMARCA2 act	HGIII-sPLA2 inh	proKLK7 act	DAX1 inh-1	NPR1 activator	DAX1 inh-2	ssDAF-12 act	GC-B act
CCCCCOc1ccc(NC(=O)C2OC3OC(C)(C)OC3C3OC(C)(C)OC23)cc1 (configuration not stated)	-2.5	-0.3	2.6	-3	-1	-0.7	0.0	0	1.9	-0.4	-2
N#Cc1ccc(S(=O)(=O)NC(=O)[C@H]2O[C@@H](n3ccc(=O)[nH]c3=O)[C@H](O)[C@@H]2O)cc1	2.2	-1.5	nt	-5	9	0.2	1.6	4	nt	-0.6	7
Cc1ccc2nc(N3CCN(C)CC3)c(C#N)cc2c1	3.1	0.0	0.0	2	-6	7.1	-0.9	3	0.2	-1.3	-1
CCOC1=C2[C@@H](CN(S(=O)(=O)c3ccc(C)cc3)[C@H]2c2cccc3ccccc23)[C@H]2C(=O)NC(=O)[C@H]2C1	-1.3	-0.6	nt	0	-46	0.8	0.0	-1	nt	-1.2	-2
O=C(CN1C(=O)CCC1=O)Nc1nc(-c2ccccn2)cs1	0.5	-0.5	-0.3	-2	1	1.0	1.0	4	1.0	-0.8	-7
COCCNC(=O)CSc1nc2ccc(N3CCOCC3)cc2c(=O)n1Cc1ccc(OC)cc1	1.5	0.7	3.3	2	-2	-0.4	1.3	15	2.8	-1.1	2
Nc1nc(-c2ccccc2)cc(-c2ccccc2)n1	4.9	1.8	3.3	0	-3	0.3	0.3	1	3.3	0.0	1
Cc1ccc(S(=O)(=O)NC(=O)Nc2ccc(C)cc2C)cc1	1.1	-1.2	-1.5	-3	7	0.3	-0.5	5	2.0	-1.2	-5
C[C@@H]1CN([C@H](C)CO)S(=O)(=O)c2ccc(Br)cc2O[C@@H]1CN(C)Cc1ccc(-c2ccccc2)cc1	2.2	0.0	14*	-1	5	-0.1	-0.4	-6	0.9	-0.8	-2
CCC(C)N1CCC(Oc2ccc(C(=O)NCc3ccccn3)cc2)CC1 (configuration not stated)	-0.5	-0.3	0.1	4	3	-0.7	0.6	-2	-0.3	-0.2	4
O=C(CCn1c(=O)[nH]c2ccccc2c1=O)NCCSCc1ccccc1	1.7	-0.4	1.1	6	-2	-0.4	0.5	1	0.3	-1.5	-9
Oc1ccccc1N1CCN(c2ncnc3scc(-c4ccc(F)cc4)c23)CC1	-1.3	-1.0	1.4	-5	5	-0.4	-0.1	-10	-0.4	-0.9	-11
Cc1cccc(CNC(=O)C2CCC(=O)N(C3CC3)C2)c1 (configuration not stated)	-0.2	0.6	0.8	-2	4	-0.7	0.9	-2	0.3	-0.7	0
COc1ccc(S(=O)(=O)NCc2ccccn2)c(C)c1C	1.3	-2.4	-0.9	-4	5	-0.1	-0.4	5	1.4	-1.0	-1
S=C1NC[C@H](CC2CCCCC2)N1CC1CCCCC1	-1.3	-2.3	-0.2	0	-5	0.2	-1.1	-9	-0.6	-1.1	-10
O=C(C/C(=N/O)c1ccccc1O)C(F)F	-1.9	-1.6	-1.8	0	4	0.4	0.4	3	-0.7	-1.3	15
CC1CCN(c2c(NCC3CCC(C(=O)NC4CCCCCC4)CC3)c(=O)c2=O)CC1 (configuration not stated)	-0.8	-0.1	3.1	0	3	-0.4	0.0	-3	0.6	-1.7	-12
Cc1cccc(C(=O)O/N=C(\N)c2ccc(Cl)cc2)c1	4.8	5.6*	4.5	9.0*	0	-0.4	0.0	9	0.8	1.0*	-1
CCCOc1ccc(CC2CCC(=O)NC2=O)cc1 (configuration not stated)	-0.3	1.1	3.0	0	8	0.1	-0.3	0	1.1	-0.1	3
CCc1ccc([C@@H]2CC=C(C(=O)O)CN2S(=O)(=O)c2ccc(C)cc2)cc1	-1.1	-2.0	-0.2	1	-18	0.8	-0.1	0	1.9	-1.0	2
COCC(=O)N(C)c1nnc(-c2cnc(C)cn2)s1	3.2	-0.7	2.4	2	4	17*	0.6	3	0.6	-0.6	1
COc1ccc(CN(Cc2ccc(C(=O)O)cc2)C(=S)Nc2ccccc2Cl)cc1OC	-1.1	-1.3	1.9	2	0	-0.4	-0.8	5	1.8	-1.8	-3
COc1ccc(Cl)cc1NC(=O)C1CC(c2ccccc2O)=NO1 (configuration not stated)	-1.0	-0.3	0.7	1	-7	0.3	0.0	-8	2.8	-0.9	-3
COc1ccc(OC)c(NC(=O)COC(=O)CCc2nc3ccccc3c(=O)[nH]2)c1	1.8	-0.3	-0.4	-2	7	0.1	-0.8	-8	0.4	-0.8	2
COc1ccccc1NS(=O)(=O)c1cc(NC(=O)c2cccs2)ccc1N1CCOCC1	-1.3	-1.0	-0.2	4	0	-0.8	0.1	-5	1.2	-1.4	-3
SMILES	hgDAF-12 ag	hcDAF-12 act	GAA850 FXN act	SMARCA2 act	HGIII-sPLA2 inh	proKLK7 act	DAX1 inh-1	NPR1 activator	DAX1 inh-2	ssDAF-12 act	GC-B act
CCc1nn(CC(=O)NCCc2ccc(OC)cc2OC)c(=O)c2cc3occc3n12	2.6	-0.5	1.9	-2	10	-0.1	0.3	-3	1.1	-0.9	-3
CCOC(=O)c1cc(-c2c(Cl)cccc2Cl)no1	-0.2	2.9	-0.5	-2	-3	0.2	0.3	6	1.6	-1.3	-4
Cc1cccc(C(=O)NC(=S)NNC(=O)c2ccc(Cl)cc2)c1	-1.7	-1.1	-1.1	1	24*	0.7	-0.5	3	0.7	-1.1	8
C/C(=N\Nc1ccc([N+](=O)[O-])cc1[N+](=O)[O-])C(C)(C)C(C(=O)O)C(=O)O	0.7	-1.0	-3.6	0	6	0.3	-0.4	3	0.0	-1.2	6
CC(=O)Nc1ccc(S(=O)(=O)Nc2nc3ccccc3nc2Nc2ccccc2)cc1	-2.0	-0.5	0.6	1	-15	-1.1	-0.1	5	-0.7	-0.9	-3
Cc1cc(C)c2nc(/N=C(\N)NC(=O)Nc3ccccc3)nc(C)c2c1	-1.1	-3.8	0.8	1	-9	-1.7	-0.6	3	-0.7	-1.8	2
COc1ccc(CCNC(=O)Cn2nnc(C(=O)Nc3cccc(C)c3C)c2N)cc1OC	-0.5	-0.8	-0.9	-4	-3	-0.2	-0.2	8	-0.2	-1.1	0
CC1CCCCC1NC(=O)C1CCN(S(=O)(=O)c2ccc3c(c2)CCC(=O)N3)CC1 (configuration not stated)	-2.6	1.0	-1.0	-1	0	-0.2	0.1	1	5.1*	-1.7	-8
COc1cc(NC(=S)N(C)CCC#N)c(OC)cc1Cl	-0.1	-0.2	-0.1	-4	3	-0.1	-0.4	0	3.1	-1.3	8
O=C(NCN1CCCCC1)c1cnccn1	-0.4	-0.5	1.4	1	-5	-0.2	-0.5	-5	0.4	-1.3	3
COc1cc(Br)cc(CN2CCN(C=O)CC2)c1O	0.1	-0.9	0.1	-4	1	0.8	0.1	0	0.3	-0.9	13
O/N=C/c1ccc2cccc(O)c2n1	3.2	0.0	0.1	7	2	0.8	-0.2	3	-2.0	-1.3	0
CCCOc1ccc(C(=O)ON=C2CCN(C)CC2)cc1	2.4	-0.8	1.0	1	0	-0.8	-0.5	-2	-0.2	-1.4	5
CSCCC(C(=O)NCc1ccccc1)n1c(Cc2cc(F)cc(F)c2)nc2ccccc21 (configuration not stated)	3.7	-0.4	nt	-2	-8	0.3	-0.1	-11	nt	-1.0	-13
COC(=O)c1cc(-c2cccc(OC)c2)c2c(=O)[nH]c(=O)n(C)c2n1	-3.2	0.9	3.3	-1	7	-9.1	-0.1	7	1.8	-1.3	-3
O=C(Nc1ccc(S(=O)(=O)N2CCCCC2)cc1)c1ccc(Cl)nc1	-5.6	-2.8	-0.9	-3	-3	-0.1	-3.8	2	-2.6	-2.0	6
Cc1ccc(CN2CCCCC(NC(=O)Nc3ccccc3F)C2=O)cc1 (configuration not stated)	0.3	-2.0	nt	-3	0	-0.3	-1.2	2	nt	-1.5	3
COc1ccc(OC)c(-c2cc(C(=O)NC3CCCC3)c3ccccc3n2)c1	2.9	3.0	0.4	0	-1	-0.6	-0.3	2	0.1	0.1	1
COc1ccc(CNC(=O)CN(Cc2ccco2)C(=O)CNS(=O)(=O)c2ccc(C)cc2)cc1	-1.0	-1.2	0.2	-3	-12	-0.5	-0.3	-1	-0.1	-0.5	-3
CCCc1nc2c([nH]1)C(c1cccnc1)C(C#N)=C(N)O2 (configuration not stated)	3.3	-2.1	0.2	-1	-2	0.4	-0.3	-3	-0.8	-1.4	2
Cc1ccc2c(c1)C(=O)C(=O)N2CC(=O)Nc1ccc(N2CCOCC2)cc1	-2.2	-2.0	1.7	-1	7	0.6	-0.3	-2	0.1	-1.4	-4
O=C1Cc2ccccc2C(=O)N1c1ccc(F)cc1Cl	-1.9	2.4	-3.1	-4	-3	-2.0	0.9	-3	-0.8	-0.5	-1
CCOC(=O)CN(Cc1ccc(OC)c(OC)c1)S(=O)(=O)c1ccc(OC)cc1	1.1	-2.4	4.1	-4	-1	0.1	0.1	-1	-0.9	-1.8	-2
C[N+]1=C2CCCCCN2C(O)(c2ccccc2)C1 (configuration not stated)	-0.6	2.0	-0.1	0	2	-0.5	0.4	1	0.5	-0.1	5
COc1ccc(C2CC(C(F)(F)F)n3nc(C(N)=O)c(Cl)c3N2)cc1OC (configuration not stated)	-3.1	-2.3	-0.9	-1	5	-0.2	-0.3	-5	-0.4	-1.4	5
SMILES	hgDAF-12 ag	hcDAF-12 act	GAA850 FXN act	SMARCA2 act	HGIII-sPLA2 inh	proKLK7 act	DAX1 inh-1	NPR1 activator	DAX1 inh-2	ssDAF-12 act	GC-B act
CC(C)(C)c1ccc(C(=O)CC(Sc2ccc(Cl)cc2)C(=O)O)cc1 (configuration not stated)	-1.6	-0.8	4.2	2	-5	0.3	-1.2	3	0.1	-1.3	-2
O=C(COC(=O)[C@@H]1CCCN1S(=O)(=O)c1ccc(Cl)cc1)NC12CC3CC(CC(C3)C1)C2	-0.2	-0.2	3.3	6	-10	-0.4	-0.1	-1	-1.1	-0.9	4
Cc1sc2nc(CN3CCCC3)nc(N3CCN(S(=O)(=O)c4cccc(F)c4)CC3)c2c1C	-2.0	-1.2	-3.0	2	-9	-2.1	-0.6	0	0.4	-0.8	-6
C[C@H](CO)N1C[C@H](C)[C@@H](CN(C)S(=O)(=O)c2ccccc2)Oc2c(NC(=O)Cc3ccccc3)cccc2C1=O	4.3	0.2	-0.8	4	-2	-0.1	1.2	2	2.8	-1.3	8
Cc1noc(C)c1-c1nc(CS(=O)(=O)c2ccc(Cl)cc2)no1	2.3	0.1	-2.2	-1	-1	-0.5	-0.1	-19	-0.9	-1.6	-17
Cc1ccc(C2(C)NC(=O)N(CC(=O)Nc3cccnc3Cl)C2=O)cc1 (configuration not stated)	0.9	-0.1	-0.1	-2	0	0.1	-0.3	4	1.7	-1.0	-2
CN(C)c1ccc(/C=N/NC(=O)c2ccc(Cl)cc2)cc1	0.5	0.7	2.2	2	0	-0.1	0.2	nt	-1.2	-0.7	nt
Cc1cc(C)nc(N/C(=N/S(=O)(=O)Cc2ccccc2)Nc2ccccc2)n1	2.9	0.8	1.1	1	2	0.0	0.3	-6	0.6	-1.7	1

From PubChem BioAssay
